Source: PubChem (National Center for Advancing Translational Sciences (NCATS))
TSHR antag = antagonists of human thyroid stimulating hormone receptor | P16473 | TSHR-expressing cells, TSH-stimulated cAMP HTRF, 2 h; active compounds read low | activity change, negative = inhibition, % at 11.5 µM | hit rate 0.2% among 330,000 | AID 504810;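 active = activity change below a set negative limit, meaning inhibition stronger than a set level, cut at about -70% in these data; inconclusive = activity change between two set negative limits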; also: % is scaled to controls: 0 for no effect and ±100 for the full control effect
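Freshly harvested TSHR cells receive pin-tooled compound, then EC80 TSH at 4nM final. After 2 hours at 37 deg C, antibody in lysis buffer and cAMP-d2 are added; 30 minutes at ambient temperature precede the HTRF read.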
Tb PFK block = inhibitors of T. brucei phosphofructokinase. Potency, µM (titrated, usually from 57.5 µM), for the others: at the top dose activity, negative = inhibition, usual class: inhibitors. O15648. T. brucei PFK, ADP-Glo luminescence. hit rate 0.17% among 330,000;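 also: potency is read from the fitted curve at half-maximal effect; 0% = uninhibited 1x PFK enzyme wells and -100% = no-enzyme wells; nearly all actives have a fitted effect of over 60% in size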
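PFK 1.25 nM, F6P 0.5 mM, ATP 0.1 mM, 0.1 M TEA pH 8.0, 5 mM MgCl2, 0.01% Tween20, 0.1% BSA; 45 min RT. ADP-Glo readout. qHTS titration up to 57 uM; curves fitted, compounds curve-classed.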
Mito fusion act = inhibitors of mitochondrial division or activators of mitochondrial fusion | S. cerevisiae fusion-defective mutant growth rescue, CellTiterGlo 48 h | Potency, µM (series often up to 46.1 µM), for inactives: top-dose growth rescue (activation), hits mostly activators | hit rate 0.23% among 320,000 | AID 485298;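 also: potency is read from the fitted curve at half-maximal effect; % of control where 0% means no effect; nearly all actives have a fitted effect of over 45% in size; temperature-sensitive fusion mutants such as fzo1-1 at 37 °C on non-fermentable ethanol glycerol medium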
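Compounds are tested for their ability to restore growth of mitochondrial fusion-defective yeast strains at non-permissive 37C in YPEG medium over 48 hours. Viability is quantified by luciferase luminescence.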
USP2a inh = inhibitors of human ubiquitin-specific protease USP2a. O75604. Potency, µM (top dose mostly 38.3 µM), inactives show top-dose activity change, negative = inhibition, hits mostly inhibitors. hit rate 0.01% among 330,000. USP2 core, Ub-CHOP2 coupled fluorogenic reporter, 485/531;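 also: potency is read from the fitted curve at half-maximal effect; plate controls were DMSO wells for no effect and full inhibition by NEM control for full effect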
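Cell-free coupled assay: 10nM USP2 core preincubated 30min RT with compound in Tris-HCl pH 8.0/CaCl2/CHAPS buffer, then 25nM Ub-CHOP2 and 25nM reporter substrate; fluorescence (Ex 485/Em 531) read after 60min RT, normalized to NEM inhibition, concentration-response curves fitted.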
TSG101-PTAP inh = blocks PTAP/TSG101 interaction to inhibit HIV-1 budding | 340,000 tested, under 10 active | Potency, µM (series often up to 115 µM), inactives show top-dose activity change, negative = inhibition, hits mostly inhibitors | Fluorescence polarization, FITC-PTAP peptide / Tsg101 binding | AID 493005; active = well fitted inhibition curve with a large enough effect in the main read-out, with a control signal flat, not every such curve was filed as active; inconclusive = small, poorly fitted or top-dose-only effect, or effect the other way, or a change in a side signal; inactive = no such curve, though single readings can be large or run the other way; also: potency is read from the fitted curve at half-maximal effect; % of control where 0% means no effect
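Tsg101 binding domain (10 uM final) was mixed with compound and a FITC-labeled PTAP peptide (50 nM final) in HEPES pH 7.5 buffer with NaCl, Tween 20, EDTA and TCEP; fluorescence polarization was read after 20 min at r.t.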
B2AR arrestin = agonists driving beta-arrestin recruitment to human beta2-adrenergic receptor | P07550 | beta-arrestin recruitment to beta2AR, cell-based reporter | Potency, µM (doses to about 46.1 µM), inactives show at the top dose activation, hits mostly activators | hit rate 0.02% among 330,000;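 also: potency is read from the fitted curve at half-maximal effect; 0% = DMSO controls and full agonism = EC100 isoproterenol or metaproterenol; nearly all actives have a fitted effect of over 65% in size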
Target sequence (P07550 whole entry, looked up): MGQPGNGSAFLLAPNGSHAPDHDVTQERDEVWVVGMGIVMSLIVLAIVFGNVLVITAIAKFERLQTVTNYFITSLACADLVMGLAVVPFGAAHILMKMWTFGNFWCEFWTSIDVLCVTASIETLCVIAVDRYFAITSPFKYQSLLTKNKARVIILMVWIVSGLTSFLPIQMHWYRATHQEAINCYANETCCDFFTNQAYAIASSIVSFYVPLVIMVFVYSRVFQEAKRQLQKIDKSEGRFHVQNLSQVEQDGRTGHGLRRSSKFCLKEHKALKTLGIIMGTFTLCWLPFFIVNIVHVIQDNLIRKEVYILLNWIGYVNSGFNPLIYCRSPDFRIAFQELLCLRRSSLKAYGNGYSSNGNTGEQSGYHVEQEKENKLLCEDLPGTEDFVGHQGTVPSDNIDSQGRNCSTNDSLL
TCR activator = T cell receptor activation; primary human leukocytes, anti-CD3, IL-2 HTRF, 48 h; Potency, µM (top dose mostly 9.22 µM), without a hit: at the top dose activation of IL-2 secretion, usual class: activators; 330,000 tested, under 10 active; AID 504894; also: % of control where 0% means no effect
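HTRF read-out of IL-2 secretion: europium cryptate donor excited at 320nm, d2 acceptor emission at 665nm. Cells were primary human leukocytes incubated 48 hr with compounds and a-CD3 beads, supplying TCR signal only.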
ELG1 repair inh = blocks ELG1-dependent DNA repair in HEK293T cells | HEK293T ELG1-luciferase reporter, luminescence, 16 h; DNA damage induced by 5-fluorouridine | Potency, µM (titrated, usually from 46.1 µM), for inactives: top-dose activity change, negative = inhibition, usual class: inhibitors | hit rate 2.3% among 330,000 | AID 504467; also: potency is read from the fitted curve at half-maximal effect; % is scaled to controls: 0 for no effect and ±100 for the full control effect; nearly all actives have a fitted effect of over 55% in size
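5-Fluorouridine DNA damage + compound/DMSO, 2,000 cells/well, 16 h, 37 °C/5% CO2. ONE-Glo, 30 min RT, luminescence. Readout = decrease in reporter signal.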
Chronic BCR inh = inhibitors of chronic active B-cell receptor signaling | Potency, µM (top dose mostly 46.1 µM), inactives show at the top dose ratio change, negative = lower green/red ratio, actives largely listed as inhibitors | AID 493014 | hit rate 0.05% among 340,000 | ABC-DLBCL IkBa-CBG/CBR reporter, luminescence ratio, 4 h; active = well fitted inhibition curve with a large enough effect in the signal ratio, with a control signal flat, not every such curve was filed as active; inconclusive = small, poorly fitted or top-dose-only effect, or effect the other way, or a change in a side signal; the % refers to the signal ratio;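 also: potency is read from the fitted curve at half-maximal effect; plate controls were basal doxycycline-induced cells for no effect and cells given 10 µM MG132 for full effect; MG132 reads +100%, hits lower the ratio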
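TMD8 ABC-DLBCL cells carrying doxycycline-inducible green luciferase fused to IkappaBalpha plus unfused red luciferase were exposed to compounds (up to 46 uM) for 4 hrs at 37C. Activity came from the overlap-corrected green/red luminescence ratio.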
Eya2 phos inh = Eya2 (human) phosphatase inhibition; AID 488837; O00167; Potency, µM (highest dose often 76.9 µM), inactives show at the highest dose activity, negative = inhibition, hits mostly inhibitors; hit rate 0.006% among 330,000; recombinant Eya2, OMFP fluorescence dephosphorylation (OMFP is methylfluorescein phosphate); also: potency is read from the fitted curve at half-maximal effect; % is scaled to controls: 0 for no effect and ±100 for the full control effect
Target sequence (O00167 whole entry, looked up): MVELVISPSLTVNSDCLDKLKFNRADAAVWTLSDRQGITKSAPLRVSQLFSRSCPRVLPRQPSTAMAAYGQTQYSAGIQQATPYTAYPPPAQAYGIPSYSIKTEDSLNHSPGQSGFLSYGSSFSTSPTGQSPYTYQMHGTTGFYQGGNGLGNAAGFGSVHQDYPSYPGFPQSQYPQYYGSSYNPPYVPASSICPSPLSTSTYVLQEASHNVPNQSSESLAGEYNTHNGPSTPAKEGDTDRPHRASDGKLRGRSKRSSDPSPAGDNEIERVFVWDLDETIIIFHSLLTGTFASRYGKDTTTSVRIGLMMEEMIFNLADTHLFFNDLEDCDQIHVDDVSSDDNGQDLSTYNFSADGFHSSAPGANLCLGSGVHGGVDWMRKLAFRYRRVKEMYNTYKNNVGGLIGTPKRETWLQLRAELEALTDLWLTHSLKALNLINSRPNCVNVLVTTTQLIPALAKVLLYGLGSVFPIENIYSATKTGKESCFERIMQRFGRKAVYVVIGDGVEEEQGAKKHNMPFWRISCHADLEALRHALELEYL
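Eya2 protein (added as 0.2 uM solution) was preincubated with compound for 10 min at ambient temperature in 50 mM HEPES pH 7.5, 50 mM NaCl, 5 uM MgCl2, 0.05% BSA, 1 mM DTT. OMFP (added at 50 uM) then reacted 10 min; fluorescence read at 485/525 nm.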
uPA generation = inhibitors of cell surface uPA generation. cell surface uPA generation assay, qHTS. AID 540303. hit rate 0.31% among 330,000. Potency, µM (series often up to 38.3 µM), without a hit: at the highest dose activity change, negative = inhibition, actives largely listed as inhibitors; active = well fitted inhibition curve with a large enough effect; inconclusive = small, poorly fitted or top-dose-only effect; inactive = no such curve, though single readings can be large or run the other way; tested in mouse RAW 264.7 cells; also: potency is read from the fitted curve at half-maximal effect; % is scaled to controls: 0 for no effect and ±100 for the full control effect; nearly all actives have a fitted effect of over 55% in size
* marks the source's active call; other numbers are inactive results; ? = inconclusive; nt = not tested or not shown; & = joins results of further samples; [ ] = another dose, or the depositor's remark. Unless noted, calls follow the shape of the dose curve; as a rule, active = well fitted curve in the direction sought with a large enough effect; inconclusive = small, poorly fitted or top-dose-only effect, or another doubt; inactive = no such curve, though single readings can be large; an effect the other way counts as inactive or inconclusive.

No.	smiles	TSHR antag	Tb PFK block	Mito fusion act	USP2a inh	TSG101-PTAP inh	B2AR arrestin	TCR activator	ELG1 repair inh	Chronic BCR inh	Eya2 phos inh	uPA generation
1	Cc1ccc(-c2nnc(CSc3nncn3N)o2)cc1	14	-1%	-8%	3%	-3%	-0.2%	6%	19%	3%	3%	5%
2	Cc1ccc(-c2noc(-c3ccoc3C)n2)cc1	29	-7%	-1%	1%	-2%	5.6%	0%	?	?	-6%	1%
3	COc1ccccc1/C=N/NC(=O)c1ccc(=O)n(C)c1	15	1%	0%	-1%	-6%	0.1%	-2%[46.1 µM]	12%	-9%	-3%	4%
4	CCN(CC(=O)Nc1c(F)cccc1F)C(=O)c1ccc(C(=O)c2ccccc2)cc1	nt	10%	4%	0%	-3%	-0.5%	-3%	-2%	9%	-16%	6%
5	COc1ccc(S(=O)(=O)N2CCN(Cc3cccnc3)CC2)cc1	-9	2%	3%	1%	0%	-0.8%	-2%	1%	-3%	-14%	-2%
6	Cc1cc(CSc2ccccc2)ccc1NC(=O)c1cccc([N+](=O)[O-])c1	-13	-4%	0%	0%	-1%	-1.0%	-3%	9%	?	13%	9%
7	O=C(CN1C(=O)C2CC=CCC2C1=O)Nc1nc(-c2ccc(F)cc2)cs1 (stereo unspecified)	-9	-6%	8%	5%	0%	-0.7%	-1%	?	?	-1%	-27%
8	CN(C)c1ccc(-c2cccc(C3CC=CC4C3C(=O)N(Cc3ccccc3)C4c3ccc4ccccc4c3)c2)cc1 (stereo unspecified)	-1	4%	18%	5%	5%	-0.4%	0%	10%	?	-6%	16%
9	CCOc1ccccc1NC(=O)c1sc2ncn(CC(=O)N3CCOCC3)c(=O)c2c1C	10	5%	2%	-4%	-3%	0.5%	-2%	-25%	-15%	-10%	7%
10	COc1ccc(Cn2c(SCC(=O)NCc3ccco3)nc3ccsc3c2=O)cc1	-3	0%	5%	-7%	-6%	-0.2%	nt	16%	0%	-8%	nt
11	O=C(COC(=O)c1cc[n+]([O-])cc1)Nc1ccc2c(c1)OCCO2	-6	0%	-1%	-1%	-4%	-0.1%	3%	?	1%	9%	0%
12	COc1ccccc1N=NC1C(=O)N(C(N)=S)N=C1C (stereo unspecified)	-8	1%	-8%	0%	0%	?	nt	2%	?	4%	-3%
13	COc1ccccc1-c1nn2c(-c3ccco3)nnc2s1	-11	?	3%	3%	-2%	0.2%	-3%	?	?	14%[15.4 µM]	nt
14	CC(C)CN1CCC(Oc2cccc(C(=O)NCCc3ccccc3)c2)CC1	-1	-7%	-1%	0%	-3%	0.0%	-4%	8%	-7%	-6%	-6%
15	COc1ccc(N2C(=O)CCC(C(=O)N3CCCCCC3)C2c2ccc(OC)c(OC)c2)cc1 (stereo unspecified)	-6	-1%	-3%	-1%	-5%	-2.1%	3%	4%	3%	0%	2%
16	CC1(NC(=O)CC[N+](C)(C)CCO)CS(=O)(=O)CC1S(=O)(=O)[O-] (stereo unspecified)	-3	?	2%	-4%	nt	0.3%	0%[46.1 µM]	-2%	0%	-1%	nt
17	CCN(CC)C(=O)CCCSc1nnc(Nc2ccccc2F)s1	1	-1%	-3%	0%	-5%	0.4%	2%	?	?	7%	1%
18	Cc1nc2nc(C)c(CCC(=O)N3CCN(c4ccccc4)CC3)c(C)n2n1	1	3%	-1%	4%	-5%	-0.6%	nt	0%	3%	-11%	6%
19	COc1cccc(C(c2ccccc2)N2C3CCC2CN(S(=O)(=O)c2ccc(F)cc2)CC3)c1 (stereo unspecified)	1	0%	-2%	4%	1%	0.0%	4%	29%	9%	-7%	-2%
20	COCCCNC(=O)c1cc(-c2cccnc2)nc2ccccc12	3	-2%	18%	1%	-2%	-0.7%	-1%	-8%	5%&0%	9%	-3%
21	COc1ccc(N2CCN(Cc3cc(=O)oc4cc(C)c(Cl)c(C)c34)CC2)cc1	16	-6%	-2%	4%	-1%	-0.2%	-4%	11%	-1%	17%	-7%
22	CCn1c(SCC(=O)N2CCCCCC2)nc2ccccc2c1=O	-13	1%	30%	-9%	-10%	0.5%	-4%	-5%	?	-2%	-13%
23	CC1=C(C(=O)Nc2ccccc2)C(c2ccc3c(c2)OCO3)C2=C(CCCC2=O)N1 (stereo unspecified)	12	15%	1%	0%	-4%	0.0%	1%	3%	3%	-2%	3%
24	CSc1ccc(C#N)cc1NC(=O)c1cccnc1Cl	-1	-1%	1%	4%	0%	-0.2%	nt	-8%	-1%	-3%	1%

Whole records, looked up by structure. Order of screens: TSHR antag, Tb PFK block, Mito fusion act, USP2a inh, TSG101-PTAP inh, B2AR arrestin, TCR activator, ELG1 repair inh, Chronic BCR inh, Eya2 phos inh, uPA generation
`CC1(NC(=O)CC[N+](C)(C)CCO)CS(=O)(=O)CC1S(=O)(=O)[O-]` (stereo unspecified) is entered as -3, ?, 2%, -4%, nt, 0.3%, 0%[46.1 µM], -2%, 0%, -1%, nt
`CSc1ccc(C#N)cc1NC(=O)c1cccnc1Cl` is entered as -1, -1%, 1%, 4%, 0%, -0.2%, nt, -8%, -1%, -3%, 1%
`COc1ccccc1N=NC1C(=O)N(C(N)=S)N=C1C` (stereo unspecified) is entered as -8, 1%, -8%, 0%, 0%, ?, nt, 2%, ?, 4%, -3%
`COc1ccccc1/C=N/NC(=O)c1ccc(=O)n(C)c1` is entered as 15, 1%, 0%, -1%, -6%, 0.1%, -2%[46.1 µM], 12%, -9%, -3%, 4%
`CCn1c(SCC(=O)N2CCCCCC2)nc2ccccc2c1=O` is entered as -13, 1%, 30%, -9%, -10%, 0.5%, -4%, -5%, ?, -2%, -13%

New compounds follow
No.	smiles	TSHR antag	Tb PFK block	Mito fusion act	USP2a inh	TSG101-PTAP inh	B2AR arrestin	TCR activator	ELG1 repair inh	Chronic BCR inh	Eya2 phos inh	uPA generation
25	Cc1ccc2c(c1)N(CC(=O)N1CCCC1)C(=O)c1cccnc1O2	18	-1%	-36%[inhibitor]	1%	-3%	-0.6%	-1%	?	?	-6%	6%
26	COC(=O)c1ccc2nc(-c3ccc(S(C)(=O)=O)cc3)cn2c1	6	3%	-4%	8%	-1%	0.0%	-2%	?	8%	2%	1%
27	CC1=C/C(=N\Nc2ccccc2[N+](=O)[O-])CC(C)(C)C1	-6	0%	1%	-4%	0%	-2.0%	-2%[46.1 µM]	23%	1%	-5%	0%
28	O=C(COc1ccccc1)N1CCN(c2nnc(-c3ccccc3)c3ccccc23)CC1	-21	-2%	3%	-1%	-10%	-0.1%	-5%	?	-1%	1%	nt
29	O=C(O)CSCc1nc2ccccc2[nH]1	-7	3%	4%	3%	0%	0.1%	13%	2%	-2%	-5%	20%
30	COC(=O)c1ccccc1OCC(=O)N1CCN(c2ccc(F)cc2)CC1	2	4%	3%	0%	-10%	0.0%	nt	7%	?	9%	-2%
31	O=C(NCc1nc2ccccc2[nH]1)C1=C[C@H](c2ccccc2)C[C@H](OCCCCO)O1	-7	1%	1%	-10%	-5%	0.3%	-1%	14%	?	11%	6%
32	CCOC(=O)c1cccc(NC(=O)c2cc(C)nn2-c2ccccc2)c1	-8	2%	0%	7%	0%	-1.0%	1%	-4%	-12%	3%	3%
33	CCn1c(SCc2nc(-c3ccccc3)no2)nnc1-c1cccs1	7	3%	4%	0%	-1%	0.1%	11%	-13%	15%	0%	-4%
34	COc1ccc(NC(=O)c2ccc(NC(=O)C3CC3)cc2)cc1	2	-3%	1%	2%	0%	-0.4%	0%	?	?	7%	2%
